CendR NRP1 mod: NRP-1/CendR interaction modulation | 360,000 tested, 0.85% active | O14786 | inhibition, % at 25 µM | AID 602438 | FAM-RPARPAR peptide binding to NRP-1, fluorescence polarization;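 active means inhibition or corrected inhibition above about 18%, plus a signal ratio from 0.5 to 1.5, limit read from the data, passing the limit was not always enough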; further: strong numbers were not always called active
SKN-1 inh: blocks SKN-1 activity in C. elegans; AID 624304; C. elegans VP596 Pgst-4::GFP/RFP ratio, acrylamide-induced, 24 h; 360,000 tested, 0.49% active; inhibition, % at 21.8 µM;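 active means interference check ratio from 0.5 to 1.5 plus GFP to RFP signal ratio inhibition reaching or exceeding a fixed threshold, cut at about 30% in these data, passing the limit was not always enough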; further: some compounds called inactive have numbers as strong as hits
bovine MsrA act: activators of bovine methionine sulfoxide reductase A. 360,000 tested, 0.3% active. AID 602163. activation, % at 10.6 µM. purified bovine MsrA, absorbance read-out; in the data active means activation above about 7.5%;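 further: 0% = vehicle and 100% = reference activator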
FAS-TE inh: inhibitors of human fatty acid synthase thioesterase domain. inhibition, % at 15 µM. 360,000 tested, 0.67% active. recombinant FAS-TE, OMFH fluorogenic substrate, fluorescence endpoint. AID 602261;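 active means compounds whose normalised, plate-corrected inhibition of enzyme fluorescence in the single-dose primary screen is 50% or more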;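 further: 0% = DMSO with enzyme and 100% = substrate without enzyme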
eLon inh: E. coli protease La inhibition. P0A9M0. purified E. coli Lon protease, fluorescence polarization. inhibition, % at 7.94 µM. 360,000 tested, 0.42% active. AID 602123; in the data active means inhibition above about 13%, passing the limit was not always enough;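 further: 0% = enzyme with probe and DMSO and 100% = no enzyme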
MT1-MMP act inh: blocks activation of human MT1-MMP. P50281. HT1080 RFP-PRO-GFP cells, GFP/RFP ratio fluorescence, overnight; percent of plate control window, DMSO zero. GFP/RFP ratio change, % at 20 µM. 360,000 tested, 0.061% active. AID 651647;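 active means GFP/RFP ratio change of at least 30% with cell ATP level not reduced by more than half and red fluorescence within 50% of control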; further: strong numbers were not always called active
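Compound: 20 µM single dose, 1% DMSO / System: HT1080 RFP-PRO-GFP cells / Controls: DMSO and RFP-L50D-GFP cell wells / Read-out basis: GFP/RFP fluorescence ratio / Schedule: overnight compound exposure at 37 °C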
MLLE-PAM2 inh: inhibitors of microRNA-mediated deadenylation, human PABP1 MLLE binding. GST-MLLE / FITC-PAM2 fluorescence polarization. P11940. inhibition, % at 20 µM. 360,000 tested, 0.36% active; in the data active means inhibition above about 35%, passing the limit was not always enough;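 further: plate controls were DMSO wells with GST-MLLE for no effect and wells lacking GST-MLLE protein for full effect; some results filed as inactive read as strong as hits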
Tb MetRS inh: blocks T. brucei methionyl-tRNA synthetase activity; purified T. brucei MetRS, ATP depletion, Kinase-Glo luminescence; inhibition, % at 11.9 µM; 360,000 tested, 0.4% active; AID 624268;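 active means inhibition above a per-plate cutoff of the control wells' mean inhibition plus 3 SD, cut at about 5.5% in these data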;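 further: 0% = DMSO wells median and 100% = median of wells with control inhibitor compound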
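technique = Kinase-Glo luminescence, ATP depletion format | system = purified MetRS (methionyl-tRNA synthetase) enzyme from Trypanosoma brucei | timing = 15 min preincubation, 2 h reaction, all 25 °C | evaluation = percent inhibition versus plate control medians | dosing = single dose, 11.9 µM final nominal, 0.9% final DMSO | also added = substrates ATP, L-methionine and bulk Escherichia coli tRNA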
MsrA inh: bovine MsrA inhibition; purified bovine MsrA, absorbance read-out; inhibition, % at 15.5 µM; 360,000 tested, 0.75% active; AID 651718; in the data active means inhibition above about 4.5%;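 further: 0% = vehicle wells with enzyme and 100% = reference inhibitor wells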
Starred values were filed as active, the others as inactive; . = no result given.

SMILES	CendR NRP1 mod	SKN-1 inh	bovine MsrA act	FAS-TE inh	eLon inh	MT1-MMP act inh	MLLE-PAM2 inh	Tb MetRS inh	MsrA inh
COc1ccc(Cl)cc1NC(=O)CCn1cnc2ccccc2c1=O	1	9	-3	0	-7	4	-2	-0.8	0.1
CC(C)c1ccc(CN2CCSCC2)cc1	5	-4	-6	-1	3	2	5	-0.7	0.8
Cc1nc2c(C#N)cnn2c2c1CCN2CC1CCCO1 (stereo not drawn)	-13	7	-2	-4	-22	-9	-6	0.3	2.6
O=C(NCCNCCO)C1(C(F)(F)F)C/C(=C\CCO)CCCO1 (stereo not drawn)	9	17	-3	-10	-11	-1	-2	-0.4	0.5
Cc1cc(C(=O)COC(=O)C2=COCCO2)c(C)n1-c1cccc(F)c1	-1	-19	-5	0	-10	3	-7	-0.5	-0.1
C/C(CC(=O)Nc1ccc(C)c(Cl)c1)=N\NC(=O)c1ccccn1	1	-7	0	3	1	-4	-1	-0.7	0.2
CC12CCC(=O)N1C(C(=O)N1CCN(S(=O)(=O)c3ccccc3F)CC1)CS2 (stereo not drawn)	-3	1	-2	-7	-8	1	11	0.1	1.3
O=C(COC(=O)c1ccc(F)cc1Cl)NC1CCS(=O)(=O)C1 (stereo not drawn)	-2	0	-15	0	-12	1	-3	-0.9	1.1
O=C(NCc1nnc(SCC(=O)N2CCOCC2)o1)c1cccs1	4	0	2	-8	-4	0	-32	-0.7	0.0
CC1(C)CC(=O)C2=C(C1)N(CCN1CCOCC1)C1=C(C(=O)CC(C)(C)C1)C2c1ccc(Cl)c([N+](=O)[O-])c1	16	-2	-7	24	11	-5	29	-1.0	0.5
O=C1C=C(c2cccc(Cl)c2)C[C@@H](c2ccc(F)cc2)C1	-2	8	-2	32	-14	4	0	-0.3	.
CCOc1c2ccc(C(=O)NCc3ccc(C)cc3)cc2nn1CC	-11	3	-7	-12	-5	3	2	0.5	-0.1
O=C(Cn1cncn1)NCc1ccc(Cl)cc1	1	-1	-4	-11	-8	1	-19	-0.3	0.0
COc1ccc(/C=C/C(=O)OCC(=O)NC2CCCC(C)C2C)cc1 (stereo not drawn)	4	-6	-4	3	-7	9	-21	-0.3	0.1
Cc1ccccc1N1CCN(C2CCCN(C(=O)CCN3CCCCO3)C2)CC1 (stereo not drawn)	26*	-8	-2	0	-8	0	-1	-0.4	-0.5
COc1ccc(CC(=O)OCC(=O)c2ccc(S(=O)(=O)N3CCCCC3)cc2)cc1	4	-5	-7	32	-3	-4	1	-0.1	0.2
C/C(=N/NC(=O)c1cccs1)c1cccc(NC(=O)C2CC2)c1	-26	-3	-2	-2	7	6	-6	0.1	2.6
CCOC(=O)C1=C(C)NC(=S)NC1c1ccc(OCC(=O)N2CCCCCC2)c(OC)c1 (stereo not drawn)	0	9	-3	-2	13	2	-132	0.0	1.0
Cc1ccc(S(=O)(=O)NC(=O)Nc2ccccc2)cc1	13	-5	-1	-5	-2	2	13	1.7	-0.3
NC(=O)COc1ccc2cc(-c3ccc(F)cc3)c(=O)oc2c1	-24	-5	-6	-3	14	0	6	-0.7	4.1
Cc1csc(NC(=O)CSc2nnc(-c3ccncc3)n2C)n1	15	7	0	-7	5	4	11	0.6	-1.0
COc1ccc(OC)c(-n2c(C)cc(/C=C3\C(=N)N4N=C(CC(=O)N5CCOCC5)SC4=NC3=O)c2C)c1	-24	25	-6	-1	-31	-6	-20	0.1	4.2
O=C(O)C(Cc1ccc(Cl)cc1)Sc1nc2ccccc2[nH]1 (stereo not drawn)	-2	13	-6	-8	7	2	14	0.6	0.5
CCOC(=O)N1CCC(NC(=O)CS(=O)(=O)Cc2nc(-c3ccccc3Cl)oc2C)CC1	-1	0	-4	-1	7	0	0	-0.6	1.8
Cc1ccc(NC(=O)COC(=O)c2cccc(OC(F)F)c2)cc1S(=O)(=O)N1CCCCC1	2	-8	-5	9	10	4	-11	-0.1	0.4
CCOC(=O)c1ccc(NC(=O)CSc2nc(SC)ns2)cc1	-9	12	-2	16	-7	2	17	-0.8	1.7
Cc1cc(C(=O)N2CCN(c3ncccn3)CC2)c2cc(F)ccc2n1	3	0	-3	-6	-9	4	4	-0.9	0.4
NNC(=O)c1ccc(COc2ccc3c(c2)CCC3)cc1	-11	-2	-8	0	2	3	8	-1.1	0.1
CC(=O)Oc1ccc(OC(C)=O)c2c1C1C=CC2CC1	1	2	-8	-1	-9	1	-10	-0.6	0.0
CC(C)OC(=O)CSc1nc2ncccc2[nH]1	16	8	0	-6	6	0	-10	0.2	0.2

One compound at a time (already shown):
COc1ccc(OC)c(-n2c(C)cc(/C=C3\C(=N)N4N=C(CC(=O)N5CCOCC5)SC4=NC3=O)c2C)c1 across the screens: CendR NRP1 mod: -24; SKN-1 inh: 25; bovine MsrA act: -6; FAS-TE inh: -1; eLon inh: -31; MT1-MMP act inh: -6; MLLE-PAM2 inh: -20; Tb MetRS inh: 0.1; MsrA inh: 4.2
O=C(O)C(Cc1ccc(Cl)cc1)Sc1nc2ccccc2[nH]1 (stereo not drawn) across the screens: CendR NRP1 mod: -2; SKN-1 inh: 13; bovine MsrA act: -6; FAS-TE inh: -8; eLon inh: 7; MT1-MMP act inh: 2; MLLE-PAM2 inh: 14; Tb MetRS inh: 0.6; MsrA inh: 0.5

(list continues)
SMILES	CendR NRP1 mod	SKN-1 inh	bovine MsrA act	FAS-TE inh	eLon inh	MT1-MMP act inh	MLLE-PAM2 inh	Tb MetRS inh	MsrA inh
O=C(Cn1cc(CCO)nn1)N1CCNCC1	7	21	-1	-13	7	0	19	-0.3	0.2
O=C(Nc1cccnc1)C1Cc2c(-c3cccc(F)c3)ccnc2O1 (stereo not drawn)	-1	-12	-2	-4	-5	6	9	-0.1	0.6
O=C(NN1C(=O)/C(=C/c2ccc(O)c([N+](=O)[O-])c2)SC1=S)c1ccccc1Cl	-172	6	-3	4	-18	28	-137	-7.8	3.7
C=CCN=C(NC#N)SCC(=O)c1cccc(OC)c1	2	6	-2	-6	9	-4	27	0.2	1.7
CC(NC(=O)c1ccc([N+](=O)[O-])o1)C1CC2CCC1C2 (stereo not drawn)	-8	-17	2	1	-11	11	-4	-0.3	.
COc1cccc(-c2nc(CSCC(=O)N3CCc4ccccc43)c(C)o2)c1	-14	21	-7	19	-8	1	35	-1.3	0.5
CC1CCCC(C)N1C(=O)COC(=O)C1CCN(S(=O)(=O)c2ccc3c(c2)OCCO3)CC1 (stereo not drawn)	-2	14	-4	0	-4	3	12	-0.1	-0.7
Cc1ccc(CNC(=O)CO/N=C/c2ccc(C(C)(C)C)cc2)cc1	-7	-9	2	26	2	-5	-1	0.1	0.9
O=C1Cn2c(nc3ccccc32)-c2ccccc2N1	-5	-3	-8	-6	3	6	-6	-2.0	1.1
CCOc1ccccc1N(CC(=O)Nc1cc(OC)ccc1OC)S(=O)(=O)c1ccccc1	4	12	-1	32	-6	0	-10	-0.4	0.7
Cc1cc(NC(=O)CSc2nc(N)c(NC(=O)c3ccccc3F)c(=O)[nH]2)no1	11	-5	1	-1	-7	1	22	-0.3	-0.3
Cc1ccc(NC(=O)CSc2nc(=O)cc(N)n2-c2ccccc2)cc1	1	10	-2	-1	-18	6	5	-0.7	0.6
CN1N=C(/C=C/c2ccccc2)CCC1=O	9	9	-1	-3	-7	-1	4	-0.8	2.6
COc1cc(/C=C2\C(=N)N3N=CSC3=NC2=O)cc(Br)c1OC(=O)c1ccco1	-150	-2	-2	2	-13	-108	-53	0.3	2.8
Cc1c(Cl)c([N+](=O)[O-])nn1CCCC(=O)Nc1cccnc1	-4	-8	-3	-1	4	3	1	-0.8	-0.2

Single values from the entries so far:
MsrA inh, `Cc1ccc(CNC(=O)CO/N=C/c2ccc(C(C)(C)C)cc2)cc1` → 0.9
SKN-1 inh, `Cc1cc(NC(=O)CSc2nc(N)c(NC(=O)c3ccccc3F)c(=O)[nH]2)no1` → -5

Following part
SMILES	CendR NRP1 mod	SKN-1 inh	bovine MsrA act	FAS-TE inh	eLon inh	MT1-MMP act inh	MLLE-PAM2 inh	Tb MetRS inh	MsrA inh
C/C=C/c1ccc(OCC(=O)NNC(=O)CN(C)S(=O)(=O)c2ccc(C)cc2)c(OC)c1	-8	-20	3	-4	3	-2	-6	-0.4	-0.5
CCCCN1CC(COCc2ccccc2)Oc2cc(Br)ccc2S1(=O)=O (stereo not drawn)	10	17	-5	22	-8	-6	0	-0.7	-0.2
O=C(NCCc1ccc2c(c1)OCCO2)c1cc(S(=O)(=O)N2CCCC2)ccc1Cl	-10	7	0	-2	-11	-1	-8	-0.5	1.7
Cc1c(C(=O)O)[nH]c2c1C(=O)CC(c1ccc(C(C)(C)C)cc1)C2 (stereo not drawn)	-1	12	-2	-10	1	1	14	-0.3	0.1
CC(C)CCNC(=O)CN(C(=O)CCC(=O)Nc1ccccn1)c1ccc2c(c1)OCO2	15	26	-2	8	4	-3	0	-1.7	-1.0
C/C(=C1/SC(N2CCCC2)=NC1=O)c1ccc(Br)cc1	-4	0	2	-1	4	-2	-9	-0.1	1.3
N#CC1=C(N)Oc2cc(N)ccc2C1c1ccsc1 (stereo not drawn)	-14	-3	-3	-2	-1	-1	-20	0.2	-0.7
NS(=O)(=O)c1ccc(CCNc2ccccc2[N+](=O)[O-])cc1	11	16	-1	2	2	2	2	0.2	-0.4
Cc1cc(C)c2nncn2n1	3	-16	-7	-6	-11	1	13	-0.8	-0.3
O=C(Nc1ccccc1)c1cccc(S(=O)(=O)Oc2ccc([N+](=O)[O-])cc2)c1	-1	7	-2	49	-5	0	6	-0.5	-0.2
CC(=O)NCCC(Cc1ccccc1)c1ccco1 (stereo not drawn)	-8	-19	-13	-2	-14	-6	-8	-2.6	-0.1
Cc1ccc(NC(=O)C2CCN(S(=O)(=O)c3cnc[nH]3)CC2)cc1C	-11	3	-6	-21	0	-2	13	-0.2	0.4
O=C(Nc1ccc(Cl)c(Cl)c1)c1cccc(S(=O)(=O)NCc2cccnc2)c1	4	-4	-3	30	2	4	0	1.3	0.2
CCCNC(=O)COC(=O)/C(C#N)=C/c1cc(C)n(CCC)c1C	-11	-6	-8	-1	-8	5	-8	-0.8	0.9
CC(=O)Nc1cccc(NC(=O)CSc2ccc(C(F)(F)F)cc2[N+](=O)[O-])c1	1	4	-1	2	-6	4	13	0.0	-0.4

Some entries already given with just MT1-MMP act inh:
molecule | MT1-MMP act inh
CCCNC(=O)COC(=O)/C(C#N)=C/c1cc(C)n(CCC)c1C | 5
CC(=O)Nc1cccc(NC(=O)CSc2ccc(C(F)(F)F)cc2[N+](=O)[O-])c1 | 4
Cc1cc(C)c2nncn2n1 | 1
Cc1c(C(=O)O)[nH]c2c1C(=O)CC(c1ccc(C(C)(C)C)cc1)C2 (stereo not drawn) | 1
CC(C)CCNC(=O)CN(C(=O)CCC(=O)Nc1ccccn1)c1ccc2c(c1)OCO2 | -3
Cc1ccc(NC(=O)C2CCN(S(=O)(=O)c3cnc[nH]3)CC2)cc1C | -2

Screens deposited in PubChem BioAssay by several laboratories.
